Tau FP inhib: blocks human tau fibril formation measured by polarization; K18 P301L tau heparin fibrillization, Alexa594 FP, 6 h; Potency, µM (series often up to 57.7 µM), without a hit: at the top dose activity, negative = inhibition, hits mostly inhibitors; 0.39% of 280,000 active; AID 1468; further: nearly all actives have a fitted effect of over 55% in size
Target sequence (P10636 561-689 P618L limits assumed): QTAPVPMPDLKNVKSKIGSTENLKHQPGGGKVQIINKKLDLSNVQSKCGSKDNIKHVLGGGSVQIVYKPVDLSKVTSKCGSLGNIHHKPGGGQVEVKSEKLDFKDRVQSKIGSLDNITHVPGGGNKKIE
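Steps: dispense K18 P301L tau (15 uM plus 0.24 uM Alexa 594 tracer, final) in pH 7 sodium acetate; add compound; add heparin (20 uM final); incubate 6 hr, 37 C; add ThT (30 uM final); after 1 hr ambient, read FP.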
Tau ThT inhib: tau fibrillization inhibition (ThT binding) | P10636 | recombinant tau K18 P301L, heparin-induced fibrillization, ThT fluorescence | Potency, µM (highest dose often 57.4 µM), without a hit: at the top dose activity, negative = inhibition, actives largely listed as inhibitors | 2.1% of 270,000 active | AID 1460; further: nearly all actives have a fitted effect of over 55% in size
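Fibril formation assay: tau K18 P301L at 15 uM with trace Alexa 594 label, heparin inducer 20 uM, pH 7 sodium acetate buffer, 37 C for 6 hr; endpoint ThT signal.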
Tau fluor counter: counter-screen for tau fibril formation inhibitors; AID 1463; tau K18 P301L (four-repeat tau fragment) Alexa594 fluorescence, heparin fibrillization; Potency, µM (highest dose often 57.7 µM), inactives show top-dose activity change, negative = decrease; 0.93% of 280,000 active; further: nearly all actives have a fitted effect of over 55% in size
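Human K18 P301L tau (15 uM unlabeled plus 0.24 uM Alexa 594-labeled, final) in 100 mM sodium acetate pH 7 was mixed with compound and 20 uM heparin and incubated 6 hr at 37 C.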
Active calls of the source: *; ? = inconclusive. The call rests on the fitted dose curve; in most records, active means well fitted curve in the direction sought with a large enough effect; inconclusive means small, poorly fitted or top-dose-only effect, or another doubt; inactive means no such curve, though single readings can be large; an effect the other way counts as inactive or inconclusive. On the % scale 0 is the no-effect control and ±100 the full control effect; potency means the concentration at half of the fitted maximal effect.

1) Cc1cc(C)c(NC(=O)CN2C(=O)c3cccnc3Sc3ccccc32)c(C)c1
2) Cc1ccc(C)c(NC(=O)NCc2ccc3c(c2)CCN3C(=O)c2ccccc2)c1
3) O=C1CCc2cc(S(=O)(=O)NCc3ccc(Cl)cc3)cc3c2N1CC3
4) COc1ccc(Cn2ccc3nc(C)c(C(=O)N4CCN(c5cc(C)ccc5C)CC4)cc3c2=O)cc1
5) CCOC(=O)c1c(NC(=O)c2ccccc2Cl)sc2c1CCCC2
6) CCOC(=O)c1ccc(NC(=O)C(CC)Sc2nc3ncccc3[nH]2)cc1 (stereo not drawn)
7) CN(C)c1ccc(NC(=O)CN2CCN(CC(=O)Nc3ccc(Br)cc3)CC2)cc1
8) COc1ccccc1-c1cc(C(=O)NCc2ccccc2)c2c(-c3ccc(C)cc3)[nH]nc2n1

compound no. | 1 | 2 | 3 | 4 | 5 | 6 | 7 | 8
Tau FP inhib | 2.7% | -9.7% | 2.7% | 4.1% | -0.5% | -9.2% | ? | ?
Tau ThT inhib | ? | -11.1% | 11.1% | ? | -0.6% | -2.8% | -10.5% | -8.2%
Tau fluor counter | -12.3% | -8.3% | 14.0% | -7.8% | -2.3% | -26.1% | -20.0% | -18.9%

Five structures out of the list, arranged by formula weight, low to high.
3) O=C1CCc2cc(S(=O)(=O)NCc3ccc(Cl)cc3)cc3c2N1CC3
6) CCOC(=O)c1ccc(NC(=O)C(CC)Sc2nc3ncccc3[nH]2)cc1 (stereo not drawn)
2) Cc1ccc(C)c(NC(=O)NCc2ccc3c(c2)CCN3C(=O)c2ccccc2)c1
8) COc1ccccc1-c1cc(C(=O)NCc2ccccc2)c2c(-c3ccc(C)cc3)[nH]nc2n1
7) CN(C)c1ccc(NC(=O)CN2CCN(CC(=O)Nc3ccc(Br)cc3)CC2)cc1

compound no. | 3 | 6 | 2 | 8 | 7
Tau FP inhib | 2.7% | -9.2% | -9.7% | ? | ?
Tau ThT inhib | 11.1% | -2.8% | -11.1% | -8.2% | -10.5%
Tau fluor counter | 14.0% | -26.1% | -8.3% | -18.9% | -20.0%

Further results follow.
9) COc1ccc(OC)c(NC(=O)c2noc3c2CCCC3)c1
10) Cc1ccc(CNS(=O)(=O)c2cc3c(cc2C)N(C)CCO3)cc1
11) CC(Oc1ccccc1)C(=O)Nc1ccc(C(=O)OCc2cc(=O)n3nc(C(C)C)sc3n2)cc1 (stereo not drawn)
12) CCNC(=O)c1ccc(CSc2nc3cccnc3n2Cc2ccc(OC)cc2)cc1
13) O=C(CCN1N=C(c2ccccc2)CCC1=O)NCCc1ccc(Cl)cc1
14) Cc1cccc(C(=O)Nc2ccc(S(=O)(=O)N3CCC(c4nc5ccccc5s4)CC3)cc2)c1
15) CCn1c2ccccc2c2nnc(N3CCN(c4cc(C)ccc4C)CC3)nc21
16) COc1ccc(CCNC(=O)CSc2n[nH]c(-c3ccccc3Cl)n2)cc1OC

compound no. | 9 | 10 | 11 | 12 | 13 | 14 | 15 | 16
Tau FP inhib | 0.9% | -12.6% | 9.7% | 4.3% | -0.7% | 3.9% | ? | -1.3%
Tau ThT inhib | -9.3% | -18.4% | -11.2% | 5.3% | -10.4% | 3.6% | -1.1% | -1.6%
Tau fluor counter | -28.1% | -26.6% | -14.6% | -1.6% | -11.5% | 4.3% | ? | 1.6%

Part of the list above, in markdown.
| no. | SMILES | Tau FP inhib | Tau ThT inhib | Tau fluor counter |
| --- | --- | --- | --- | --- |
| 2 | Cc1ccc(C)c(NC(=O)NCc2ccc3c(c2)CCN3C(=O)c2ccccc2)c1 | -9.7% | -11.1% | -8.3% |
| 3 | O=C1CCc2cc(S(=O)(=O)NCc3ccc(Cl)cc3)cc3c2N1CC3 | 2.7% | 11.1% | 14.0% |

Additional results follow:
17) Cc1ccc(Cl)cc1N1CCN(C(=O)Cn2cnc3nc4c(cc3c2=O)CCCC4)CC1
18) COc1ccc(NC(=O)c2c(-c3ccc(C)cc3)nnc3ccccc23)c(OC)c1
19) COc1ccc(-n2cc(C(=O)OCc3ccc(Cl)cc3)c3ccccc3c2=O)cc1
20) COc1ccc(CNC(=O)CN2C(=O)COc3ccc(S(=O)(=O)N4CCOCC4)cc32)cc1
21) COc1ccc(-c2c(C)c3ccc(O)c(CN4CCCC(C)C4)c3oc2=O)cc1OC (stereo not drawn)
22) CCc1ccc(NCc2cc3cc(OC)c(OC)cc3n(CC(=O)Nc3ccc(F)cc3)c2=O)cc1
23) CCN(CC)c1ccc(NC(=O)CN2C(=O)c3cccnc3Oc3ccccc32)c(C)c1
24) CCOc1cccc(CNC(=O)c2ccc(N3CCCC3)c(NC(=O)NCc3ccc(F)cc3)c2)c1

compound no. | 17 | 18 | 19 | 20 | 21 | 22 | 23 | 24
Tau FP inhib | 0.0% | -1.7% | -5.4% | -1.3% | 0.9% | ? | 0.1% | 11.2%
Tau ThT inhib | ? | -9.6% | -9.4% | -4.8% | 1.8% | -7.4% | ? | 12.1%
Tau fluor counter | -10.6% | -12.6% | -15.4% | -3.6% | 3.3% | ? | -23.8% | -4.6%

25) O=C1CCSc2ccc(S(=O)(=O)Nc3ccc(Cl)c(C(F)(F)F)c3)cc2N1
26) Cc1cc2c(cc1S(=O)(=O)N(C)CC(=O)Nc1ccc(C#N)cc1)OCC(=O)N2
27) Cc1ccc(Cl)cc1NC(=O)Cn1c(SCC(=O)NCc2ccccc2)nc2ccccc21
28) CCOC(=O)C1CCC(CN(Cc2ccc(Cl)cc2)S(=O)(=O)c2cc(Cl)cc(Cl)c2)CC1 (stereo not drawn)
29) O=C(NC1CC(=O)N(c2ccccc2)C1)c1ccc(S(=O)(=O)N2CCOCC2)cc1 (stereo not drawn)
30) COc1cccc(-n2cc(C(=O)NCCc3ccc(C)cc3)c3ccccc3c2=O)c1
31) CC(C)(C)OC(=O)N1CCC(c2c(C(=O)NC3CCCCC3)cnn2-c2ccc(F)cc2F)CC1
32) COc1ccc(OC)c(S(=O)(=O)N2CCC(c3ccncc3)CC2)c1

compound no. | 25 | 26 | 27 | 28 | 29 | 30 | 31 | 32
Tau FP inhib | ? | -15.0% | -13.7% | -1.9% | -4.4% | -23.2% | 2.2% | -5.6%
Tau ThT inhib | -0.7% | 11.5% | -3.4% | 3.5% | 1.5% | -9.3% | -11.8% | 10.5%
Tau fluor counter | ? | 4.8% | -17.7% | 3.2% | -3.3% | -24.9% | -12.4% | 10.7%

33) CC(C)NC(=O)CCN1C(=O)c2ccccc2Sc2ncccc21
34) Cc1cccc(-c2nn3c(=O)cc(CN4CCN(S(=O)(=O)c5ccc(Cl)cc5)CC4)nc3s2)c1
35) CCCC(=O)NCC(c1ccc2c(c1)OCO2)N1CCN(c2ccccc2)CC1 (stereo not drawn)
36) COc1ccccc1NC(=O)CSc1ncc2c(n1)-c1cc(Cl)ccc1N(C)S2(=O)=O
37) COc1ccc(C(=O)CN2C(=O)N(c3cc(C)ccc3C)S(=O)(=O)c3ccccc32)cc1
38) O=C(CCC1N=C2c3ccccc3N=C(SCc3cccc(F)c3)N2C1=O)NC1CCCCC1 (stereo not drawn)
39) CC(C)CCNC(=O)c1cnc2sc(N3CCCCCC3)nn2c1=O
40) COc1ccc(-n2ncc(C(=O)NCc3ccc4c(c3)OCO4)c2C2CCN(C(=O)OC(C)(C)C)CC2)cc1

compound no. | 33 | 34 | 35 | 36 | 37 | 38 | 39 | 40
Tau FP inhib | 0.1% | -0.1% | 7.4% | ? | ? | 2.8% | 0.1% | -5.8%
Tau ThT inhib | 6.0% | -3.0% | 1.4% | -17.5% | 8.7% | 11.2% | 3.5% | -10.7%
Tau fluor counter | 3.4% | -3.0% | -4.2% | ? | -12.8% | 8.4% | 0.4% | -18.4%

41) COC(=O)c1c(NC(C)=O)c2c3c(sc2n1Cc1cc(C)ccc1C)CCCC3
42) COc1ccc(OC)c(NC(=O)Cn2ccn(-c3ccc(F)cc3)c(=O)c2=O)c1
43) COc1ccc2c(c1)Cc1sc(NC(=O)c3cccc(Br)c3)nc1-2
44) COc1cc(Nc2nc(SCc3ccc(Cl)cc3)nc3ccccc23)cc(OC)c1
45) COc1cccc(Nc2sc(C(=O)c3ccc4c(c3)OCO4)c(N)c2S(=O)(=O)c2ccccc2)c1
46) CCc1ccc(NC(=O)Cn2c(=O)c3cccn3c3ccccc32)cc1
47) CCOc1ccc(C(=O)CSc2nnc3cc(C)c4ccccc4n23)cc1
48) COc1ccc(OCC(=O)Nc2nnc(S(=O)(=O)N3CCc4ccccc43)s2)cc1

compound no. | 41 | 42 | 43 | 44 | 45 | 46 | 47 | 48
Tau FP inhib | -4.1% | -14.8% | -5.7% | ? | ? | 20µM* | 0.6% | -7.0%
Tau ThT inhib | 1.4% | 15.1% | 3.98µM* | ? | -1.1% | 11.9% | ? | ?
Tau fluor counter | 1.3% | -2.6% | ? | ? | -19.9% | ? | 1.0% | -15.4%

49) CCOC(=O)c1c(C)[nH]c(C)c1S(=O)(=O)N1CCC(C(=O)NCc2ccc(F)cc2)CC1
50) COc1cccc(C(=O)N2c3nc(-c4ccco4)nn3C3(CCCCC3)[C@@H]3CCCC[C@@H]32)c1
51) CCOC(=O)CSc1nc2ccc(NC(=O)c3ccccc3F)cc2s1
52) CCCCNC(=O)C1CCN(c2nc3ccccc3nc2C(F)(F)F)CC1
53) COc1ccc(CNC(=O)c2ccc3nc(-c4ccc(F)cc4)c(-c4ccc(F)cc4)nc3c2)cc1
54) CCc1ccc(NC(=O)CSc2nc3c(sc4ccccc43)c(=O)n2CCN(CC)CC)cc1
55) Cc1cccc(CSc2nc3cccnc3n2Cc2ccc(C(=O)NCc3cccs3)cc2)c1
56) Cc1cc(=O)n(C(C)C(=O)N2CCCc3ccccc32)c2c1c(C)nn2-c1ccccc1 (stereo not drawn)

compound no. | 49 | 50 | 51 | 52 | 53 | 54 | 55 | 56
Tau FP inhib | -8.7% | 0.3% | ? | -6.2% | ? | -8.9% | -2.1% | 4.4%
Tau ThT inhib | -6.1% | -8.5% | ? | 0.1% | 2.2% | 5.2% | -8.0% | -16.8%
Tau fluor counter | -13.8% | -7.3% | ? | -10.2% | -16.1% | -19.9% | -18.6% | -16.4%

Filtered by structure, those above containing a tert-butyl group
31) CC(C)(C)OC(=O)N1CCC(c2c(C(=O)NC3CCCCC3)cnn2-c2ccc(F)cc2F)CC1
40) COc1ccc(-n2ncc(C(=O)NCc3ccc4c(c3)OCO4)c2C2CCN(C(=O)OC(C)(C)C)CC2)cc1

compound no. | 31 | 40
Tau FP inhib | 2.2% | -5.8%
Tau ThT inhib | -11.8% | -10.7%
Tau fluor counter | -12.4% | -18.4%

(further entries)
57) CC(C)(C)C(=O)Nc1ccc2nc(SCC(=O)N3CCOCC3)sc2c1
58) CC(C)(C)c1ccc(-c2nc(SCCOc3ccc(Cl)cc3)n3[nH]c(=O)cc3n2)cc1
59) CC(C)c1ccc(NC(=O)CSC2=Nc3ccccc3C3=NC(CCC(=O)NC4CCCCC4)C(=O)N23)cc1 (stereo not drawn)
60) O=S(=O)(NCCS(=O)(=O)N1CCN(c2ccccc2)CC1)c1ccc(Cl)cc1
61) Cc1cc(=O)n(Cc2c(F)cccc2Cl)c2c1c(C)nn2-c1cccc(F)c1
62) COc1ccc(C(c2c(O)cc(C)n(Cc3ccco3)c2=O)N2CCN(c3ccccc3)CC2)cc1 (stereo not drawn)
63) Cc1cccc(C(=O)N2CCc3cc(CNC(=O)Cc4ccc(F)cc4)ccc32)c1
64) CCOc1cc2c(cc1OCC)C(CC(=O)OC)N(C(=O)Nc1cc(C)cc(C)c1)CC2 (stereo not drawn)

compound no. | 57 | 58 | 59 | 60 | 61 | 62 | 63 | 64
Tau FP inhib | -7.1% | -6.1% | 13.3% | -9.3% | -8.6% | -12.9% | 12.6% | 8.5%
Tau ThT inhib | 0.1% | -12.1% | 4.7% | -4.8% | ? | ? | -7.2% | -3.1%
Tau fluor counter | -3.2% | -3.3% | 3.4% | -11.7% | -2.0% | 0.5% | -3.8% | 4.0%

Taken from above:
COc1ccc(C(=O)CN2C(=O)N(c3cc(C)ccc3C)S(=O)(=O)c3ccccc32)cc1 in Tau ThT inhib is entered as 8.7%
CC(C)(C)C(=O)Nc1ccc2nc(SCC(=O)N3CCOCC3)sc2c1 in Tau ThT inhib is entered as 0.1%

Going on with the list.
65) CC(C)(C)NC(=O)C1CCN(c2nc3ccccc3nc2C(F)(F)F)CC1
66) CCOc1cc(-c2ccc(OC(=O)c3ccc(Cl)cc3)c(OC)c2)cc(=O)c2c(C)oc(C)c12
67) O=C(CC1C(=O)N(c2ccc(F)cc2)C(=O)N1Cc1cccnc1)Nc1ccc(F)cc1 (stereo not drawn)
68) COc1ccc(OC)c(NC(=O)Cn2c(=O)cc(-c3ccccc3)c3c(C)nn(C)c32)c1
69) CCC(C(=O)Nc1cccc(-c2cn3cccnc3n2)c1)c1ccccc1 (stereo not drawn)

compound no. | 65 | 66 | 67 | 68 | 69
Tau FP inhib | -2.2% | -2.9% | -4.6% | 0.0% | 2.3%
Tau ThT inhib | -12.5% | -16.8% | 0.6% | ? | 2.9%
Tau fluor counter | -18.1% | -13.6% | -10.7% | -12.2% | ?

A portion of the library, so the mix of outcomes need not match the whole.
